# High-throughput results: PubChem, National Center for Advancing Translational Sciences (NCATS)
# Tb PYK inh = inhibitors of Trypanosoma brucei pyruvate kinase | TbPYK enzyme, Kinase-Glo Plus ATP luminescence, 45 min | AID 624173 | actives 0.12% (n = 410,000) | Potency, µM (titrated, usually from 76.8 µM), for the others: at the top dose activity, negative = inhibition, most hits filed as inhibitors; active = well fitted inhibition curve with a large enough effect; note: nearly all actives have a fitted effect of over 50% in size
#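 Activity of T. brucei pyruvate kinase was followed by Kinase-Glo Plus luminescence after the enzyme reacted 45 min at room temperature with 130 uM ADP (final) and substrate. Test compounds were added before ADP at multiple concentrations.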
# * hit, by the source's call; & = joins results of further samples; [ ] = another dose, or the depositor's remark. % is set by controls: 0 for no effect and ±100 for the full control effect; potency is the fitted concentration of half-maximal effect. This is a subset; count on the stated rates, not on these rows.
SMILES,Tb PYK inh
CCCCCCNC(=O)O[C@H]1C[C@@H]2C(=O)N(c3ccccc3)C(=O)[C@@H]2[C@@H]2CN(S(=O)(=O)c3ccc(C)cc3)C[C@]12O,4%
COC(=O)c1ccccc1NC(=O)c1nc(S(=O)(=O)Cc2ccccc2F)ncc1Cl,6%
O=C(NCC(c1cccnc1)N1CCOCC1)C(=O)Nc1cccc(Cl)c1 (stereo not drawn),-1%
COc1ccc(F)cc1S(=O)(=O)Nc1ccc2c(c1)CCCN2C(=O)c1cccs1,2%
CCc1nc2ccc(C(=O)NCc3cccs3)cn2c1N(CC)CCN(C)C,-3%
Clc1ccccc1N1CCN(c2ncnc3c2c(-c2ccccc2)cn3-c2ccccc2)CC1,2%
CN(Cc1ccccc1)S(=O)(=O)c1ccc(-c2cnc(C3CC3)o2)cc1,-7%
Cc1nc(-n2nc(C)c(CCC(C)C)c2C)sc1C(=O)Nc1ccc(Br)cc1,-6%
COc1cc(CCC(=O)OCC(=O)Nc2cc(S(=O)(=O)N3CCOCC3)ccc2Cl)cc(OC)c1OC,1%
CSCc1ccc(C(=O)OCC(=O)NC2CCCC2)o1,-7%
CC(C)c1ccc(NC(=O)Nc2nc(C(N)C3CCCCC3)cs2)cc1 (stereo not drawn),-2%
O=C(COc1ccc(F)cc1)Nc1ccc2nc(SCCOc3ccccc3)sc2c1,2%
COc1ccc(N2C(=O)CS(=O)(=O)C23C(=O)N(Cc2ccc(F)cc2)c2ccc(C)cc23)cc1 (stereo not drawn),-5%
Cc1ccc(NC(=O)C2CCCN2S(=O)(=O)c2cccc3nsnc23)c(Br)c1 (stereo not drawn),2%
C/C=C/c1cccc(-c2nc(C(=O)NC3CCCC3)cc3c2[C@@H](CCO)N(S(=O)C(C)(C)C)C3)c1 (stereo partly drawn),-9%
O=C(/C=C/[C@H]1O[C@@H](n2ccc(=O)[nH]c2=O)[C@H](O)[C@@H]1O)NCc1ccco1,4%
CCc1nn(CCCC(=O)NCc2ccccc2OC)c(=O)c2cc3occc3n12,3%
CCc1nc2ccc(C(=O)Nc3cccc(OC)c3)cn2c1N(CCC(C)C)CCN(C)C,-5%
Cc1ccc(NC(=O)C(Cc2ccccc2)NS(=O)(=O)c2cccc3nsnc23)c(C)c1 (stereo not drawn),3%
CN1OC[C@@H]2CN(C(=O)c3ccc(-c4ccccc4)cc3)[C@H](c3ccc(-c4cccc(F)c4)cc3)C[C@@H]21,6%
Cc1cccc(C)c1NC(=O)c1cc(S(=O)(=O)N2CCCc3ccccc32)ccc1F,1%
CCC(=O)Nc1c(C#N)c2nc3ccccc3nc2n1-c1ccc(C)cc1,3%
Cc1onc(-c2ccccc2Cl)c1C(=O)Oc1cc(F)cc(F)c1,-4%
CCOc1ccc(NC(=O)CSc2nc3cc(C(=O)NCC4CCCO4)ccc3c(=O)n2CC2CCCO2)cc1 (stereo not drawn),1%
CCOC(=O)C12C(=O)OCC1C2c1ccccc1 (stereo not drawn),0%
SMILES,Tb PYK inh
CN(Cc1ccccc1)Cc1nc2c(c(=O)n(C)c(=O)n2C)n1CCc1ccccc1,2%
C=CCc1c(C)nc2nc(SCC(=O)Nc3ccccc3CC)nn2c1C,2%
COc1cccc(NC(=O)c2cc(CN3CCOCC3)on2)c1,4%
Cc1cccc(C)c1-n1ncc(C(=O)Nc2ccc3c(c2)OCCO3)c1C1CCN(C(=O)OC(C)(C)C)CC1,8%
COc1ccc(-c2csc(C(O)c3ccc(F)cc3)n2)cc1 (stereo not drawn),-2%
O=S(=O)(c1ccc(Br)cc1)c1nc(-c2cccs2)oc1SCc1ccc(F)cc1,-6%
O=C(Nc1nc2ccc(S(=O)(=O)N3CCCC3)cc2s1)c1cccc(F)c1,-3%
COc1ccc(NC(=O)c2cc3c(=O)[nH]c4ccccc4c3n2C)cc1Cl,2%
C[C@H](NC(=O)c1ccccc1)C(=O)OCC(=O)Nc1ccc(Cl)cn1,-11%
CCN(CC)c1ccc(NC(=O)C2CCN(S(=O)(=O)c3ccc4c(c3)oc(=O)n4C)CC2)c(C)c1,-8%
CCn1c(SCc2c(Cl)cccc2Cl)nc2nc3c(cc2c1=O)CCCC3,-7%
COc1ccc(-c2nc(SCC(=O)c3ccc(Br)cc3)n[nH]2)cc1,-10%
O=C(NCc1ccccc1)C1=C[C@H](c2ccc3c(c2)OCO3)C[C@H](OCc2ccc(CO)cc2)O1,1%
CCOc1cc(CNS(=O)(=O)c2ccc3c(c2)C(C)(C)C(=O)N3)cc(OCC)c1OCC,8%[15.4 µM]
O=C(Nc1nc(-c2ccc(Br)cc2)ns1)c1ccccc1F,3%
O=C1NC(=NCc2ccccc2)NC1(c1ccccc1)c1ccccc1,-1%
CCCCNC(=O)C1(C)CCN1C(=O)c1cc(C)n(C(C)(C)C)n1 (stereo not drawn),0%
CCCCN(C)C(=O)C1CCC(Cn2c(=O)[nH]c3ccsc3c2=O)CC1 (stereo not drawn),-2%
Cc1ccc(Cn2c(C3CCCN3c3nc(-c4cc(Cl)c(N)c(Cl)c4)cs3)nc3cc(C(=O)NCCCO)ccc32)cc1 (stereo not drawn),-13%
O=C(NN=Cc1ccc(O)c(O)c1)c1ccccc1,15%
COc1cc(OC)c(N(C)C(=O)C2CCCN(c3ncnc4c3nc3n4CCCCC3)C2)cc1Cl (stereo not drawn),-2%
Cc1ccc(C)c(Cn2c3ccccc3c3cnn(CC(=O)NC4CCC(C)CC4)c(=O)c32)c1 (stereo not drawn),-3%
CCN(c1cccc(C)c1)S(=O)(=O)c1cc2c(cc1C)n(C)c(=O)c(=O)n2C,-4%
O=C(c1ccncc1)N1CCC2(CCCN(c3ccccn3)C2)CC1,-8%
CCC(=O)N1CCc2cc(Br)cc(S(=O)(=O)NCc3ccccc3)c21,1%

# 13 structures out of the list, sorted by SMILES length, rising.
SMILES,Tb PYK inh
COc1ccc(-c2csc(C(O)c3ccc(F)cc3)n2)cc1 (stereo not drawn),-2%
O=C1NC(=NCc2ccccc2)NC1(c1ccccc1)c1ccccc1,-1%
CC(C)c1ccc(NC(=O)Nc2nc(C(N)C3CCCCC3)cs2)cc1 (stereo not drawn),-2%
O=C(NCC(c1cccnc1)N1CCOCC1)C(=O)Nc1cccc(Cl)c1 (stereo not drawn),-1%
O=C(COc1ccc(F)cc1)Nc1ccc2nc(SCCOc3ccccc3)sc2c1,2%
CN(Cc1ccccc1)S(=O)(=O)c1ccc(-c2cnc(C3CC3)o2)cc1,-7%
O=C(Nc1nc2ccc(S(=O)(=O)N3CCCC3)cc2s1)c1cccc(F)c1,-3%
CCc1nc2ccc(C(=O)Nc3cccc(OC)c3)cn2c1N(CCC(C)C)CCN(C)C,-5%
Cc1ccc(NC(=O)C(Cc2ccccc2)NS(=O)(=O)c2cccc3nsnc23)c(C)c1 (stereo not drawn),3%
COc1cc(OC)c(N(C)C(=O)C2CCCN(c3ncnc4c3nc3n4CCCCC3)C2)cc1Cl (stereo not drawn),-2%
O=C(NCc1ccccc1)C1=C[C@H](c2ccc3c(c2)OCO3)C[C@H](OCc2ccc(CO)cc2)O1,1%
Cc1cccc(C)c1-n1ncc(C(=O)Nc2ccc3c(c2)OCCO3)c1C1CCN(C(=O)OC(C)(C)C)CC1,8%
C/C=C/c1cccc(-c2nc(C(=O)NC3CCCC3)cc3c2[C@@H](CCO)N(S(=O)C(C)(C)C)C3)c1 (stereo partly drawn),-9%

# (next part)
SMILES,Tb PYK inh
CCc1ccc(OCc2cc(=O)n3cc(C)sc3n2)cc1,9%
COc1cccc(SCc2noc(C(=O)NCCC(C)C)c2C(=O)NCCC(C)C)c1,6%
O=C(Nc1ccc(F)c(Cl)c1)c1cc(S(=O)(=O)NCc2ccc3c(c2)OCO3)ccc1F,0%
Cc1ccc(-c2ccc(CCC(=O)O)n2-c2ccc(C)c(Cl)c2)cc1,-11%
COc1ccc(OC)c(NC(=O)CCn2cnnn2)c1,4%
Nc1cc(Cl)cc2c1-c1ccc(Cl)cc1C2O (stereo not drawn),5%
Cc1cc(C)nc(SCC(=O)N2CCc3ccccc32)n1,3%
CC(C)CN1CCCC2(CCN(C(=O)Oc3ccccc3)CC2)C1,-1%
CN1CCc2c(sc3c2C(=O)NC(/C=C/c2ccco2)N3)C1 (stereo not drawn),0%
CCc1ccc(N(CC)C(=O)c2sc3nc4n(c(=O)c3c2C)CCCC4)cc1,1%
O=c1[nH]cnc2c1ncn2C1OCC(O)C(O)C1O (stereo not drawn),1%
CCc1noc(-c2ccc(N3CCC(C)CC3)c([N+](=O)[O-])c2)n1,-16%
Cc1ccccc1Cn1c(=O)n(CCCCC(=O)NCc2ccc3c(c2)OCO3)c(=O)c2ccccc21,0%
CCc1nc(-c2cc(S(=O)(=O)N3CCN(c4ccc(OC)cc4)CC3)ccc2OC)no1,6%
COc1ccc(OCc2nc3ccccc3n2Cc2ccccc2Cl)cc1,-7%
Cc1ccc(NC(=O)CSC(C)C(=O)OCc2cc(=O)oc3cc(O)ccc23)cc1 (stereo not drawn),0%
CC1(C(=O)NS(=O)(=O)c2ccc(C#N)cc2)CCN1C(=O)CC1CC1 (stereo not drawn),2%
CCCOc1ccc(C(=O)Nc2cc3c(cc2N2CCOCC2)n(C)c(=O)n3C)cc1,-14%
CCNC(=O)C1(C)CCCN(Cc2cc(-c3ccccc3)n(C)n2)C1 (stereo not drawn),1%
O=C(CSc1nccn1C1CCCC1)Nc1cccc(F)c1,5%
O=C(NCCc1ccc(Cl)cc1)C1(c2cccs2)CCOCC1,1%
Cc1cc(C(=O)CSc2nc3ccc(Cl)cc3[nH]2)c(C)n1Cc1ccco1,-12%
Cc1ccc(C(=O)c2cn(CC(=O)Nc3ccc(C)cc3Cl)c3nc(C)ccc3c2=O)cc1,0%
Cc1ccc(NC(=O)Nc2nnc(N3CCCC3)s2)cc1C,3%
C=CCC1(C(C)CCC)C(=O)NC(=O)NC1=O (stereo not drawn),0%[157 µM]
SMILES,Tb PYK inh
CC1CCCN(CC(=O)Nc2ccc(S(=O)(=O)N3C(C)CCCC3C)cc2)C1 (stereo not drawn),-1%
CCn1cc(C(=O)Nc2ccccc2C(=O)OC)cn1,-2%
COc1cc(OC)cc(C(=O)Nc2cc3c(cc2N2CCOCC2)n(C)c(=O)n3C)c1,2%
COc1ccc(-c2c(-c3ccsc3)oc3c2C(O)CCC3)cn1 (stereo not drawn),4%
CCN(CC)C(=O)Cn1c(=O)n(CC2CCC(C(=O)NC)CC2)c(=O)c2sccc21 (stereo not drawn),-6%
CCC(=O)N1CCc2cc(S(=O)(=O)NC(Cc3ccccc3)C(=O)NCc3ccc(C)cc3)ccc21 (stereo not drawn),2%
Cc1cc(Nc2cccc(Br)c2)n2c(nc3ccccc32)c1C#N,10%
Cc1c(Cl)cccc1NC(=O)C1CCN(c2nc3ccccc3[nH]2)CC1,0%[15.4 µM]
CCc1ccc(NC(=O)c2cc(S(=O)(=O)N3CCCC3)ccc2F)cc1,0%&7%
Cc1ccc2c(CN(Cc3ccccc3)Cc3ccccc3)cc(=O)oc2c1,0%
CCCn1cc(S(=O)(=O)c2ccc(C)c(C)c2)c(=O)c2cc(F)c(N3CCC(C)CC3)cc21,-6%
CC(C)Oc1ccc(C(=O)NCC(c2ccc(N(C)C)cc2)N2CCc3ccccc32)cc1 (stereo not drawn),-7%
CCc1ccc(NC(=O)CCNS(=O)(=O)c2ccc3c(c2)CCCC(=O)N3)cc1,-10%
CCC(C(=O)NCc1ccccc1OC)n1nc(C)n2c(cc3sccc32)c1=O (stereo not drawn),-3%
CCOC(=O)C1CCN(C(=O)c2nn(-c3ccc(OC)cc3)c(=O)c3c2c2ccccc2n3C)CC1,-4%
CC(=O)NCC1(c2ccccc2)CCN(CCCC(=O)c2ccc(F)cc2)CC1,3%
CN(Cc1ccccc1)C(=O)c1csc([C@@H]2C[C@H](O)[C@@H](CO)O2)n1,8%
COc1cc(F)ccc1-c1csc(C(O)c2ccc(F)c(F)c2)n1 (stereo not drawn),-3%
CCN(CC)c1ccc(NC(=O)Cn2cc3c(n2)CCCC3)c(C)c1,-18%
COc1cccc(C(=O)Nc2c(C(=O)N3CCN(c4ccc(F)cc4)CC3)oc3ccccc23)c1,1%
CC(C)Oc1ccc(CNC(=O)c2ccc(CS(=O)Cc3ccccc3Cl)o2)cc1 (stereo not drawn),0%
Cc1ccc(S(=O)(=O)Nc2ccc3c(c2)C(=O)N([C@H](C)CO)C[C@H](C)[C@H](CN(C)C(=O)Nc2cccc4ccccc24)OCCCC[C@@H](C)O3)cc1,-6%
Cc1ccc(Nc2nnc(-c3ccc(C)c(S(=O)(=O)N4CCCCC4)c3)c3ccccc23)cc1,-1%
COC(=O)c1ccc(COC(=O)C2CCN(S(=O)(=O)c3c(C)cc(C)cc3C)CC2)o1,0%
O=C(Nc1ccc2oc(-c3cccc4c(Br)cccc34)nc2c1)c1ccc(Br)cc1,1%
SMILES,Tb PYK inh
CN1C(=O)C(=Cc2ccc(Sc3ccccc3)o2)C(=O)N(C)C1=S,-23%
O=C1c2cccc3cccc(c23)C(=O)N1CCO,-3%
COc1cc(Cl)c(C)cc1NC(=O)c1cn(CC(C)C)c(=O)c2cc(OC)c(OC)cc12,2%
O=C(CSc1nc2c([nH]c3ccccc32)c(=O)n1-c1ccc(F)cc1)N1CCc2ccccc21,3%
COc1ccc(CNC(=O)C2CCCN(S(=O)(=O)N(C)c3ccc(F)cc3)C2)cc1OC (stereo not drawn),-6%
NCCNC(=O)c1ncsc1-c1cccc(F)c1,1%
CC1C(=O)N(Cc2cn(CC3CCCCC3)nn2)CCS(=O)(=O)N1Cc1ccc(-c2ccncc2)cc1 (stereo not drawn),-5%
Cc1cccc(NS(=O)(=O)c2ccc3c(c2)[C@H]2C=CC[C@H]2[C@@H](c2ccc(F)cc2)N3)c1,1%
Cc1ccc2oc(-c3ccc(C)c(NC(=O)c4ccc5c(c4)OCCO5)c3)nc2c1,-2%
COc1ccc(CNC(=O)C(=O)NCC2OCCN2S(=O)(=O)c2ccc(OC)cc2)cc1 (stereo not drawn),-6%
